Screening results as filed in PubChem BioAssay.
RECQ1 helicase – blocks DNA unwinding by human RECQ1; P46063; RECQ1 DNA unwinding, red fluorescence kinetic read; Potency, µM (doses to about 57.3 µM), without a hit: at the highest dose activity, negative = inhibition, most hits filed as inhibitors; 240,000 compounds, 0.54% hits;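 also: plate controls were vehicle for no effect and no enzyme for full effect; nearly all actives have a fitted effect of over 30% in size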
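RECQ1T1 50 nM; forked duplex (20 bp + 30-nt ss tails) 200 nM, ATP 2 mM final; pH 8.0, 2 mM MgCl2, 2.5 ug/ml poly(dI-dC); 15 min compound preincubation; discontinuous kinetic read over 2 h at RT.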
KinaseGlo FLuc – blocks Kinase-Glo luciferase, a counter-screen artifact | Q27757 | Kinase-Glo luciferase, ATP luminescence, 8 min | Potency, µM (doses to about 38.3 µM), for inactives: at the top dose activity change, negative = inhibition, usual class: inhibitors | 200,000 compounds, 0.28% hits | AID 1379; also: % is scaled to controls: 0 for no effect and ±100 for the full control effect; nearly all actives have a fitted effect of over 60% in size
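Kinase-Glo luciferase light output from ATP and luciferin was measured with 10 uM ATP, within the enzyme's linear range. Buffer: 50 mM imidazole pH 7.2, 50 mM KCl, 7 mM MgCl2, 0.01% Tween 20, 0.05% BSA; luminescence read after 8 min at ambient temperature.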
Epigenetic reg – epigenetic control regulation, reporter derepression | murine LDR cells, GFP reporter derepression, 30 h | Potency, µM (titrated, usually from 53.9 µM), for inactives: at the highest dose GFP activation, actives largely listed as activators | 280,000 compounds, 0.2% hits; also: % of control where 0% means no effect; nearly all actives have a fitted effect of over 60% in size
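GFP-positive cell count by laser-scanning cytometry (objects 20–120 um) after 30 h, 37 C compound exposure of murine LDR cells; reporter is CMV-GFP integrated at a silenced locus, inducible by HDAC or DNMT inhibitors.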
NPSR antagonist – neuropeptide S receptor (human) antagonism, cAMP | Potency, µM (highest dose often 38.3 µM), for the others: at the top dose activity change, negative = inhibition, usual class: inhibitors | 220,000 compounds, 1% hits | CHO-NPSR cells, cAMP TR-FRET, antagonist mode | Q6W5P4; also: % is scaled to controls: 0 for no effect and ±100 for the full control effect; nearly all actives have a fitted effect of over 50% in size; many of its hits are not listed in these tables
Target sequence (Q6W5P4 whole entry, looked up): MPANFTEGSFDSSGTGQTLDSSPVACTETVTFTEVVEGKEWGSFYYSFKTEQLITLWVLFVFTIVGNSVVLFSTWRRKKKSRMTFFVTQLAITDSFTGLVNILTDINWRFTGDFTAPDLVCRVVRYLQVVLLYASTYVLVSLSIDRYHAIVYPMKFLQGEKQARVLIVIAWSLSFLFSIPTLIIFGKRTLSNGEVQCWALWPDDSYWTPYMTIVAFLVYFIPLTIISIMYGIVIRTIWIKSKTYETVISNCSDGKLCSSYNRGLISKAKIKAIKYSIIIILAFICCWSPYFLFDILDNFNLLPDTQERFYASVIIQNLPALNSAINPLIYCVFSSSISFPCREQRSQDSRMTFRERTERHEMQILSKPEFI
JMJD2E inh – inhibitors of human JMJD2E histone demethylase. Potency, µM (top dose mostly 57.1 µM), for the others: at the highest dose activity change, negative = inhibition, most hits filed as inhibitors. JMJD2E catalytic domain, FDH-coupled NADH fluorescence (FDH is formaldehyde dehydrogenase). AID 2147. B2RXH2. 230,000 compounds, 1.6% hits; active = well fitted inhibition curve with a large enough effect, not every such curve was filed as active; inconclusive = small, poorly fitted or top-dose-only effect, or another doubt; inactive = no such curve, though single readings can be large or run the other way;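 also: 0% = wells with enzyme and -100% = buffer wells without enzyme; nearly all actives have a fitted effect of over 50% in size; many of its hits are not listed in these tables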
Target sequence (B2RXH2 1-337 limits assumed): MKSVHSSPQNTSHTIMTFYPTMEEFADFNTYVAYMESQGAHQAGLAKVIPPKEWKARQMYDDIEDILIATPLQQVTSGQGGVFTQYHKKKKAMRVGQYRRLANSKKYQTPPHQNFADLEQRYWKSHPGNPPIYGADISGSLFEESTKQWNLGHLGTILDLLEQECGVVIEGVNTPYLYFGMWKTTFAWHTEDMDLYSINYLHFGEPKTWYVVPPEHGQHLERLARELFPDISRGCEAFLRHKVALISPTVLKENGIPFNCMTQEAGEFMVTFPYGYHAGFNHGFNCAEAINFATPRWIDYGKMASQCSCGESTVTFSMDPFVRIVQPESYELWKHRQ
GoLoco inh red – blocks human Gai1 binding to RGS12 GoLoco peptide, red readout. Gai1:RGS12 GoLoco peptide FP, rhodamine, 10 min. AID 880. 230,000 compounds, 0.44% hits. P63096. Potency, µM (series often up to 61.6 µM), without a hit: top-dose activity, negative = inhibition, actives largely listed as inhibitors; active = well fitted inhibition curve with a large enough effect, not every such curve was filed as active; inactive = no such curve, though single readings can be large or run the other way; also: % is scaled to controls: 0 for no effect and ±100 for the full control effect; nearly all actives have a fitted effect of over 30% in size; many of its hits are not listed in these tables
Target sequence (P63096 whole entry, looked up): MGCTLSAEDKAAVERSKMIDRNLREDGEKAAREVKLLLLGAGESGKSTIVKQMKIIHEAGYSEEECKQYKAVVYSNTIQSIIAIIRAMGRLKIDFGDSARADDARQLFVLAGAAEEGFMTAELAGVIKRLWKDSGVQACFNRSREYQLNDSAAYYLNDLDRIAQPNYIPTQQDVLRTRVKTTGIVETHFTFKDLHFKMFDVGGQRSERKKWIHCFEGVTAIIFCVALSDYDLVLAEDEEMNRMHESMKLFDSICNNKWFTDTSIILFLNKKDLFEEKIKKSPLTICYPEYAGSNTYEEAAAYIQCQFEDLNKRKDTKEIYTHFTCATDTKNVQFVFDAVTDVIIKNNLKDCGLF
SMN2 splice up – increases expression of the SMN2 splice variant; HEK293 SMN2-luciferase splicing reporter, luminescence, 30-36 h; Potency, µM (doses to about 46.1 µM), inactives show top-dose activity change, positive = activation, hits mostly activators; 210,000 compounds, 2.8% hits; also: % of control where 0% means no effect; nearly all actives have a fitted effect of over 55% in size
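qHTS luciferase splicing reporter: luminescence rises when SMN2 exon 7 is included in transfected HEK293 cells. Compound exposure lasted 30-36 h at 37C, with 4.5 mM final sodium butyrate as control, followed by a ONE-Glo read.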
IMPase Li cell – IMPase inhibition in cells with lithium potentiation | CHO-M1 cells, IP1 TR-FRET (IP-One), carbachol + lithium | Potency, µM (highest dose often 59.4 µM), without a hit: at the top dose activity, negative = IMPase inhibition, usual class: inhibitors | 210,000 compounds, 0.35% hits | AID 1457;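 also: IP1 builds up when IMPase is blocked and the TR-FRET signal falls; plate controls were basal vehicle for no effect and high inhibitor control for full effect; nearly all actives have a fitted effect of over 50% in size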
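Concentration–response in CHO-M1 cells, lithium-potentiated; 30 min at 37C. IP1 detected by competitive TR-FRET after 10 min lysis at RT. Hill-fitted AC50.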
An asterisk follows results filed as active; i = inactive; ? = inconclusive; · = no result given; & = joins results of further samples; ! = not active in a repeat; [ ] = dose if it differs, or a comment. Unless noted, calls follow the shape of the dose curve; as a rule, active = well fitted curve in the direction sought with a large enough effect; inconclusive = small, poorly fitted or top-dose-only effect, or another doubt; inactive = no such curve, though single readings can be large; an effect the other way counts as inactive or inconclusive. Potency is read from the fitted curve at half-maximal effect. The list is partial; count on the stated rates, not on these rows.

SMILES	RECQ1 helicase	KinaseGlo FLuc	Epigenetic reg	NPSR antagonist	JMJD2E inh	GoLoco inh red	SMN2 splice up	IMPase Li cell
COc1ccc(CN2CCN(Cc3cccn3-c3ncccn3)CC2CCO)c(C)c1C (stereo unspecified)	i	·	-1.2%	10%	-4%	1%	·	3%
CC(=O)c1cccc(-n2nnnc2SCC(=O)NNC(=O)C(C)C)c1	-10%	0%	4.2%	-7%	-4%	9%	·	-3%
COc1ccc(CNC(=O)COC(=O)C2=COCCO2)cc1	-16%	-1%	3.9%	-1%[46.1 µM]	4%	11%	-1%	18%[38.3 µM]
CC(C)(c1cc(Br)c(O)c(Br)c1)c1cc(Br)c(O)c(Br)c1	22µM*!	·	·	·	·	-35%&-6%	-37%&6%	25%&-3%
Cc1ccc(C(c2nnnn2CCC(C)C)N2CCN(C)CC2)cc1 (stereo unspecified)	-1%	2%	-7.0%	-3%[46.1 µM]	-1%	7%	4%	24%[38.3 µM]
Cc1nc2c(C(=O)NCCC3=CCCCC3)c[nH]n2c(=O)c1Cl	-5%	-1%	-1.1%	-18%[46.1 µM]	?	-2%	5%	5%[38.3 µM]
Cc1cc(C)n2nc(SCC(=O)N(CC(C)C)c3c(N)n(CC(C)C)c(=O)[nH]c3=O)nc2n1	-8%	3%	1.8%	7%	-2%	10%	7%	0%
Cc1cc2c(cc1C)NC1=C(N2)O[C@H](c2c[nH]c3ccc(COc4ccccc4)cc23)C1=O	·	2%[7.66 µM]	·	·	·	10%[14.2 µM]	-3%[9.22 µM]	2%
Cc1nnc2n(-c3ccccc3)c(=O)c3c4c(sc3n12)CC(C)CC4 (stereo unspecified)	-1%	0%	-2.0%	-3%[46.1 µM]	-3%	7%	22µM*	15%[38.3 µM]
C=CCNc1nc(NC(C)(C)CO)nc(OCC)n1	0%	1%	-1.0%	-5%[46.1 µM]	6%	1%	15%	21%[38.3 µM]
CCCCC(CC)CNC(=O)C(Cc1ccccc1)NS(=O)(=O)c1ccc2c(c1)CCC(=O)N2 (stereo unspecified)	4%	-1%	1.0%	16%	3%	9%	-4%	-6%
O=C(NC(Cc1c[nH]c2ccccc12)C(=O)NCc1ccc(F)cc1)OCc1ccccc1 (stereo unspecified)	-7%	0%	-1.3%	-15%	6%	0%	10%	1%
CCOC(=O)CN1CC23C=CC(O2)C(C(=O)NC2CCCCCC2)C3C1=O (stereo unspecified)	-2%	3%	0.0%	5%[46.1 µM]	6%	-3%	0%	2%[38.3 µM]
CCN(CC)CCC(=O)NC(C)(C)Cc1ccc(O)cc1	-4%	1%	-1.1%	0%[46.1 µM]	4%	-6%	-30%	6%[38.3 µM]
Cc1nc(Cc2nnc(SCc3nc(N)nc(Nc4ccccc4C)n3)o2)cs1	-11%	1%	-3.0%	-6%[46.1 µM]	1%	1%	-7%	5%[38.3 µM]
CC(=O)c1c(C(C)=O)c(C)n(NC(=O)c2ccccc2O)c1C	-6%	-4%	0.0%	-2%[46.1 µM]	?	7%	-8%	-17%[38.3 µM]
CC1CC(C)CN(C(=O)Nc2ccc(Br)cc2)C1 (stereo unspecified)	i	1%	2.2%	-12%	?	16%	11%	10%
COCCn1c(-c2ccc(F)cc2)nc2oc3cc(OC)ccc3c(=O)c2c1=O	-8%	·	3.1%	0%	-16%	16%	·	·
CCOC(=O)c1ccc(Oc2nc(NC)nc(OC)n2)cc1	0%	1%	0.0%	0%[46.1 µM]	3%	3%	-18%	21%[38.3 µM]
Cc1ccc(S(=O)(=O)Nc2ccc(O)c(Sc3ncn[nH]3)c2)cc1	23%	-3%	0.0%	0%	-3%	10%	-2%	-2%
O=Nc1ccc(O)c2ncccc12	-19%&0%	·	?	?	25µM*	1%	·	·
CN(C(=O)CCN1C(=O)C2C3C=CC(C3)C2C1=O)c1ccccc1 (stereo unspecified)	24%	-6%	0.0%	11%	-2%	13%	0%	0%
COc1cccc(/C=N/NC(=O)CSc2nnc(C)n2-c2ccccc2)c1OC	i	-3%	0.0%	-6%[46.1 µM]	-11%	-13%	-15%	5%[38.3 µM]
CCCC1C(C#N)=C(N)Oc2cc(C)n(C)c(=O)c21 (stereo unspecified)	i	0%	-1.0%	-3%[46.1 µM]	?	22%	31%	21%[38.3 µM]
CC(C)c1ccc2c(c1)[C@H]1OCC[C@H]1[C@@H](c1cccs1)N2	-8%	-1%	5.1%	-33%	-1%	-7%	-41%[inhibitor]	9%
Next section.
SMILES	RECQ1 helicase	KinaseGlo FLuc	Epigenetic reg	NPSR antagonist	JMJD2E inh	GoLoco inh red	SMN2 splice up	IMPase Li cell
COc1cc(CCC(=O)OCC(=O)NC(=O)c2ccc(Cl)cc2)cc(OC)c1OC	-14%	5%	-0.2%	10%	1%	14%	5%	2%
COC(=O)c1cccc(NC(=O)CSc2nc(C)cc(=O)[nH]2)c1	?	4%	0.1%	-12%[46.1 µM]	-6%	10%	23%	15%[38.3 µM]
O=C(Nc1ccc(S(=O)(=O)NCc2ccccc2)cc1)c1ccccc1[N+](=O)[O-]	-2%	-2%	-1.0%	11%	-6%	1%	1%	0%
COC(=O)[C@@]1(Cc2ccccc2)[C@H]2c3cc(C(=O)N4CCCC4)n(CCN4CNCC4=O)c3C[C@H]2CN1C(=O)c1ccccc1	-2%	-3%	15%	·	-6%	6%	-16%	-9%
O=C(c1ccco1)N(Cc1cccc([N+](=O)[O-])c1)c1ccc(Br)cc1	-13%	-5%	8.0%	2%	-1%	-3%	·	9%
Cc1ccccc1N1C(=O)c2ccccc2NC1c1ccncc1 (stereo unspecified)	3%	-3%	-1.2%	-11%[46.1 µM]	?	-6%	2%	9%
CC(C)=CCN1CCN(Cc2cc(F)ccc2-n2nc(C)cc2C)CC1CCO (stereo unspecified)	i	2%	2.4%	6%	8%	6%	-2%	22%
O=C(CN1CCCCC1)Nc1cccc2c1OCO2	-7%	-5%	-3.6%	-3%[46.1 µM]	?	1%	16%	30%[activator][38.3 µM]
COc1ccc(C(=O)c2ccc(CC#N)s2)cc1	-1%	4%	-5.4%	4%[46.1 µM]	5%	12%	13µM*	-6%[38.3 µM]
COc1ccc(C2=NN(c3nc(-c4ccccc4)c(CC(=O)O)s3)C(c3ccco3)C2)cc1 (stereo unspecified)	-17%	0%	-1.8%	-46%	?	102%[activator]	14%	2%
Cc1ccc(-c2noc(CCC(=O)NCc3ccc4c(c3)OCO4)n2)cc1	0%	0%	0.7%	2%[46.1 µM]	1%	-9%	1%	-3%[38.3 µM]
Cc1cccn2c(=O)c3cc(C(=O)NCC4CCCO4)c(=N)n(CCN4CCOCC4)c3nc12 (stereo unspecified)	7%	-3%	-0.8%	8%[46.1 µM]	?	10%	2%	38%[activator][38.3 µM]
CCN1CCCC1CNC(=S)Nc1ccc(C(C)=O)cc1 (stereo unspecified)	2%	3%	0.0%	8%	-2%	17%	7%	14%
COC1C(O)C(CO)OC1n1c(Br)nc2c(=O)[nH]c(N)nc21 (stereo unspecified)	i	-1%	0.0%	·	0%	2%	0%	4%
Nc1nonc1C(=O)NCCNc1ncccc1[N+](=O)[O-]	6%	-2%	1.4%	26%	-2%	-7%	-18%	8%
CCOC(=O)N1CCN(C(=O)c2ccc3c(=O)n(CC4CCCO4)c(=S)[nH]c3c2)CC1 (stereo unspecified)	-3%	1%	0.0%	-9%[46.1 µM]	-2%	-4%	-8%	-16%[38.3 µM]
CCn1c(CNC(=O)c2ccco2)nnc1SCC(=O)Nc1ccc(Br)cc1F	0%	9%	-1.2%	-6%[46.1 µM]	-3%	6%	-36%[inhibitor]	1%
O=C(c1cc2ccccc2o1)N1CCN(S(=O)(=O)/C=C/c2ccccc2)CC1	-14%	0%	-0.4%	-1%	-2%	10%	-34%[inhibitor]	12%
CC(C)N(C1=N/C(=C\c2ccco2)C(=O)N1c1ccccc1)C(C)C	-18%	-1%	0.7%	-15%[46.1 µM]	?	39%[activator]	-14%	38%[activator][38.3 µM]
Cc1cc(C)n(-c2nc3ccccc3nc2N2CCCCCC2)n1	i	1%	-2.1%	?	-20%	7%	6%	32%[activator][38.3 µM]
O=C(Nc1ccc2oc(-c3ccccc3F)nc2c1)c1cncc(Br)c1	-7%	-2%	0.9%	3%[46.1 µM]	?	12%	22%	6%[38.3 µM]
N#C/C(=N\O)c1nc2ccccc2s1	8%	2%	-1.1%	20%	-18%	15%	·	11%
COc1c2c(nc3occc13)C(CCC(C)(C)O)(OC)C(O)CC2 (stereo unspecified)	4%	1%	0.0%	6%[46.1 µM]	1%	1%	6%	2%[38.3 µM]
CSc1ncccc1C(=O)Nc1ccc(S(=O)(=O)Nc2nccs2)cc1	7%	2%	-1.8%	9%	7%	11%	23%	10%
CCC(C)[C@H](NC(=O)Nc1ccc(S(N)(=O)=O)cc1)C(=O)OC (stereo partly specified)	-2%	·	2.1%	4%	-3%	6%	·	·

Complete entries from above. Values in the order: RECQ1 helicase | KinaseGlo FLuc | Epigenetic reg | NPSR antagonist | JMJD2E inh | GoLoco inh red | SMN2 splice up | IMPase Li cell
O=C(c1ccco1)N(Cc1cccc([N+](=O)[O-])c1)c1ccc(Br)cc1 is listed as -13% | -5% | 8.0% | 2% | -1% | -3% | · | 9%
O=C(c1cc2ccccc2o1)N1CCN(S(=O)(=O)/C=C/c2ccccc2)CC1 is listed as -14% | 0% | -0.4% | -1% | -2% | 10% | -34%[inhibitor] | 12%

The listing continues:
SMILES	RECQ1 helicase	KinaseGlo FLuc	Epigenetic reg	NPSR antagonist	JMJD2E inh	GoLoco inh red	SMN2 splice up	IMPase Li cell
COc1cc(-n2c(C)nc3cc(C(=O)O)ccc32)cc(OC)c1OC	-13%	0%	-0.5%	42%	4%	-4%	-22%	-4%
COc1ccc(-c2onc3ccc(Cl)cc23)cc1	8%	-3%	-0.7%	2%[46.1 µM]	-14%	2%	-18%	31%[activator][38.3 µM]
Cc1cccc(NC(=O)c2sccc2-n2cccc2)c1C	i	-2%	-1.1%	-9%[46.1 µM]	6%	7%	-12%	4%[38.3 µM]
COc1c(Cl)ccc(Cl)c1C(=O)O	i	1%	6.3%	·	?	4%	1%	3%
c1nnc2c3c4c(sc3ncn12)CCCC4	-1%	6%	0.0%	-8%[46.1 µM]	-5%	6%	-4%	-4%
CCCCCNC(=O)c1ccc2c(=O)n(CCOC)c(=O)[nH]c2c1	-7%	-4%	-3.5%	5%[46.1 µM]	?	-12%	-20%	3%[38.3 µM]
